Bioassay records from PubChem.
IL1B secr inh = inhibitors of inflammasome signaling (IL-1 beta secretion) | THP-1 LPS/ATP IL-1B secretion, AlphaLISA, 16 h; stronger effect = lower value | activity change, % at 57.5 µM | 360,000 compounds, 4.7% hits | AID 743279; in the data active means activity change below about -50%; inconclusive means mostly about -30% to -49%; further: on the % scale 0 is the no-effect control and ±100 the full control effect
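THP-1 cells pretreated 1 hr with compounds (up to 57.5 uM final), then stimulated with LPS (250 ng/mL final) plus ATP (1.25 mM final); secreted IL-1B measured by AlphaLISA after 16 hr, decreased signal indicating inhibition.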
HT1080 IDH1KD tx = toxicity to HT-1080 IDH1 knockdown cells (counter line); HT-1080 IDH1 knockdown viability, ATP luminescence, 48 h; Potency, µM (titrated, usually from 46.1 µM), inactives show at the highest dose activity, negative = toxicity, usual class: cytotoxic; 360,000 compounds, 2% hits; AID 686971;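 further: potency means the concentration at half of the fitted maximal effect; 0% = DMSO wells and -100% = cell-free medium wells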
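Using the IDH1-knockdown HT-1080 line run in the same batch and compound series as the NT line, viability after 48 h at 37 °C was determined by CellTiter-Glo luminescence and expressed as % activity.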
ATXN2 expr inh = inhibitors of ATXN2 expression; HEK-293 ATXN2-luciferase reporter, luminescence, 24 h; Potency, µM (doses to about 57 µM), for the others: at the highest dose activity change, negative = inhibition, hits mostly inhibitors; 360,000 compounds, 0.72% hits; further: potency means the concentration at half of the fitted maximal effect; on the % scale 0 is the no-effect control and ±100 the full control effect; nearly all actives have a fitted effect of over 55% in size
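qHTS (up to 57 uM final) was run with 24 h compound exposure of reporter cells at 37 °C. Each well was multiplexed: SteadyGlo luminescence measured ATXN2-luciferase expression after a fluorogenic Gly-Phe-AFC viability readout (25 uM final).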
SW480 rereplic = induces DNA re-replication in SW480 colon adenocarcinoma cells | SW480 DNA re-replication, Hoechst DNA content imaging, 48 h | 340,000 compounds, 1.8% hits | Potency, µM (titrated, usually from 46.1 µM), for the others: at the highest dose re-replication activation, most hits filed as activators | AID 624297; further: potency means the concentration at half of the fitted maximal effect; % of control where 0% means no effect; nearly all actives have a fitted effect of over 55% in size
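Compounds, transferred as 23 nL by pin tool, were incubated with cells for 48 hr; DNA content per nucleus was then quantified by Hoechst staining and fluorescence plate imaging.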
ATXN viability = reduces viability in counter-screen for ATXN expression inhibitors; S2 cells (HEK-293 line with an ATXN2-luciferase reporter) viability, CellTiter-Fluor protease fluorescence, 24 h; Potency, µM (titrated, usually from 56.7 µM), usual class: cytotoxic; 400,000 compounds, 0.49% hits; AID 651635; further: potency means the concentration at half of the fitted maximal effect; nearly all actives have a fitted effect of over 40% in size
KB-3-1 tox = KB-3-1 parental cell cytotoxicity; AID 1347075; Potency, µM (highest dose often 46.1 µM), without a hit: top-dose activity change, negative = cytotoxic, usual class: cytotoxic; 400,000 compounds, 1.4% hits; KB-3-1 viability, CellTiter-Glo ATP luminescence, 72 h; further: potency means the concentration at half of the fitted maximal effect; on the % scale 0 is the no-effect control and ±100 the full control effect; nearly all actives have a fitted effect of over 60% in size
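Cytotoxicity measured as CellTiter-Glo luminescence after 72 h at 37 C. Compound titrations were pinned onto drug-naive KB-3-1 parental adenocarcinoma cells grown in DMEM with 10% FBS, and normalized data fitted to concentration-response curves.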
KB-V1 cytotox = kills drug-selected multidrug resistant KB-V1 cells | 400,000 compounds, 3.4% hits | AID 1347076 | Potency, µM (top dose mostly 46.1 µM), for inactives: top-dose activity change, negative = cytotoxicity, hits mostly cytotoxic | KB-V1 MDR cells viability, CellTiter-Glo, 72 h; further: potency means the concentration at half of the fitted maximal effect; on the % scale 0 is the no-effect control and ±100 the full control effect; nearly all actives have a fitted effect of over 60% in size
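qHTS viability screen in drug-selected KB-V1 MDR cells: 72 h compound treatment at 37 degrees C, ATP luminescence end point.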
HT1080NT lethal = kills 2HG-producing HT-1080-NT fibrosarcoma cells; HT-1080-NT fibrosarcoma viability, CellTiter-Glo ATP luminescence, 48 h; Potency, µM (top dose mostly 46.1 µM), for inactives: at the highest dose activity, negative = less viability, actives largely listed as cytotoxic; 360,000 compounds, 1.6% hits;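 further: NT is the 2HG producing partner of a matched IDH1 knockdown line; potency means the concentration at half of the fitted maximal effect; 0% = DMSO-treated cells and -100% = media-only wells without cells; nearly all actives have a fitted effect of over 55% in size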
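Compounds were tested in concentration-response format on HT-1080-NT cells for 48 hours at 37 degrees C. Cell viability came from CellTiter-Glo luminescence; curves were classified by r2, response magnitude and activity.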
MCF10A rerep = induces DNA re-replication in MCF 10a normal breast cells | AID 624296 | Potency, µM (highest dose often 46.1 µM), for the others: top-dose activity, positive = re-replication, hits mostly activators | 350,000 compounds, 2.9% hits | MCF 10A DNA re-replication, Hoechst nuclear intensity, 48 h; further: potency means the concentration at half of the fitted maximal effect; % of control where 0% means no effect; nearly all actives have a fitted effect of over 50% in size
Starred values were filed as active, the others as inactive; i = inactive; ? = inconclusive; nt = no result given; [ ] = dose if it differs, or a comment. Unless noted, the call rests on the fitted dose curve; in most records, active means well fitted curve in the direction sought with a large enough effect; inconclusive means small, poorly fitted or top-dose-only effect, or another doubt; inactive means no such curve, though single readings can be large; an effect the other way counts as inactive or inconclusive. Compounds were not picked by outcome. About 11% of those tested had a hit in this group.

SMILES	IL1B secr inh	HT1080 IDH1KD tx	ATXN2 expr inh	SW480 rereplic	ATXN viability	KB-3-1 tox	KB-V1 cytotox	HT1080NT lethal	MCF10A rerep
CC(C)=C1C2CCC1C1C(=O)N(NC(=O)c3ccco3)C(=O)C21 (configuration not stated)	-4	-1%	0%	-3%	i	4%	?	11%	-1%
C/C(=N\OC(=O)c1ccc(F)cc1)c1nccs1	13	1%	-4%	-4%	i	7%	10%	4%	-3%
CC(c1ccccc1F)n1cc(C(=O)NCCCc2nc3ccccc3[nH]2)nn1 (configuration not stated)	-8	1%	-2%[11.3 µM]	-14%	i	-3%	-14%	1%	-1%
O=C1c2cccc3cccc(c23)C(=O)N1CCCCCc1n[nH]c(=S)o1	-15	-5%	-13%	2%	i	20%	?	-5%	-5%
Cc1ccc(C)c(S(=O)(=O)N2CCN(C(=O)[C@H](Cc3ccccc3)NC(=O)c3ccco3)CC2)c1	27	9%	-8%	-7%	i	21%	11%	14%	10%
COC(=O)c1sccc1NC(=S)N1CCCC(C)C1 (configuration not stated)	20	-6%	2%	0%	i	-3%	?	0%	5%
O=C(c1cccc([N+](=O)[O-])c1)c1ccc2c(c1)OCCOCCOCCOCCO2	-9	0%	47%[activator]	-3%	i	-9%	10%	-4%	6%
COc1ccc(C(C)(O)c2nc(-c3cc(F)cc(F)c3)cs2)cc1 (configuration not stated)	43	?	-25%	nt	i	?	?	?	nt
O=C(CN1CCN(Cc2ccc(Cl)cc2)C1=O)NCCCN1CCN(c2ccc(F)cc2)CC1	-70*	16µM*	-35%	?	i	?	-14%	?	?
CC(C)COc1ccc(C(=O)Nc2ccc([N+](=O)[O-])cc2)cc1	0	-1%	-10%	-10%	i	-7%	0%	14%	4%
C[C@H]1CN([C@@H](C)CO)C(=O)c2cc(C#CCC3CCCC3)cnc2O[C@@H]1CN(C)C(=O)CC1CC1	-21	-12%	-8%	nt	?	-26%	-6%	-1%	nt
COC(=O)c1ccc(OC)c(Cn2c(=O)n(-c3ccc(C)cc3)c(=O)c3c2cnn3C)c1	nt	nt	-32%	nt	?	-24%	2%	nt	nt
CCOC(=O)C1CCCN(Cc2c(Cl)cccc2Cl)C1 (configuration not stated)	2	?	-15%	25%	i	4%	8%	1%	?
CCCC(=O)N1CCOCC1c1cc(C(=O)NCc2ccccc2)no1 (configuration not stated)	14	0%	14%	nt	i	0%	3%	8%	nt
CCOc1cc(C(=O)NCC(C)CN(C)C)cc(OCC)c1OCC (configuration not stated)	-14	-1%	2%	?	i	?	-20%	3%	?
CN(Cc1ccccc1)c1ncc(C=O)s1	-20	1%	42%[activator]	-1%	i	-7%	-14%	-6%	12%
O=C(OCc1nnc(-c2ccccc2)o1)c1ccc([N+](=O)[O-])o1	2	9%	-20%	-68%[inhibitor]	i	3%	11%	1%	-3%
COc1ccc(C2C(C(N)=O)=C(C)Nc3ncnn32)cc1 (configuration not stated)	21	-5%	2%	-8%	i	7%	7%	10%	-3%
CSc1nc(C)c(CCOC(=O)c2cccc(Cl)c2)c(=O)[nH]1	30	-5%	-10%	-7%	i	-6%	-9%	-7%	4%
CCCc1cc(=O)[nH]c(SCC(=O)N2c3ccccc3NC(=O)C2(C)C)n1	6	-6%	nt	6%	i	?	0%	-2%	0%
CN(CCc1ccccc1)C(CCc1ccccc1)C(=O)Nc1ccc2c(c1)OCCO2 (configuration not stated)	11	-17%	18%	nt	i	-1%	?	-14%	nt
Cc1cccc(C)c1NC(=O)Cn1c(=O)n(Cc2ccccc2Cl)c(=O)c2cccnc21	nt	nt	-9%	nt	i	8%	15%	nt	nt
CCCN(CC(=O)Nc1ccccc1C)C(=O)C1CCN(S(=O)(=O)c2ccccc2C(F)(F)F)CC1	-2	6%	-2%	6%	i	-3%	-20%	1%	13%
N=C(c1ccc([N+](=O)[O-])cc1)N1CCCCCC1	8	13%	-1%	-4%	i	5%	25%	1%	3%
Cc1cccc(C(=O)NCC(=O)OCC(=O)NC2CCCCC2)c1	6	6%	7%	0%	i	9%	8%	16%	1%
N#Cc1cc(N2CCCCC2)c([N+](=O)[O-])cc1C#N	-10	1%	-13%	11%	i	-12%	-11%	1%	?
Cc1ccc(C(CC(=O)N2CCCCC2)c2ccccc2)c(O)c1C (configuration not stated)	-7	2%	-9%	-2%	?	-9%	0%	10%	8%
COc1ccc(-c2cc(C(=O)OCC(=O)N3CCOCC3)c3ccccc3n2)cc1	-54*	-16%	-29%	20%	i	0%	?	-1%	16µM*
CCOc1cccc(C(=O)N2CCC(c3nc4ccccc4s3)CC2)c1	nt	nt	-22%	nt	?	0%	-18%	nt	nt
Cc1cccc(C)c1NC(=O)/C(C#N)=C/c1cccs1	-10	-2%	2%	3%	i	15%	-4%	-2%	12%
COCCOC(=O)C1=C(C)NC2=C(C(=O)CC(c3cccs3)C2)C1c1ccsc1 (configuration not stated)	-12	-10%	3%	1%	i	?	?	-7%	22%
C[C@H](CO)N1C[C@H](C)[C@H](CN(C)Cc2ccc(C(=O)O)cc2)OCc2ccccc2-c2c(n(C)c3ccccc23)C1=O	25	-13%	-8%	nt	?	17%	-3%	10%	nt
CC(C)CC1NC(=O)N(CC(=O)Nc2ccc(-c3ccccc3)cc2)C1=O (configuration not stated)	-7	0%	-13%	?	i	-16%	11%	0%	?
COc1ccc(Cc2nc(-c3ccc(-n4cccc4)cc3)no2)cc1OC	31	-11%	-30%	-3%	i	?	?	-23%	16%
CCCCOC(=O)c1ccc(NC(=O)COC(=O)c2ccc3ncsc3c2)cc1	-6	-25%	10%	-18%	i	-12%	-14%	-20%	9%
CCC1(CC)NC(=O)N(CC(=O)OCC(=O)Nc2cc(C)ccc2C)C1=O	-16	-2%	27%	1%	i	0%	-25%	-3%	0%
CCCCC(=O)NNC(=S)NC(=O)c1cccc([N+](=O)[O-])c1	50	?	-21%	2%	i	?	0%	-21%	-1%
CCN(CC)S(=O)(=O)c1ccc2c(c1)N(CC(=O)NCc1ccco1)C(=O)CO2	-10	20%	3%	2%	i	18%	-2%	14%	28%
CS(=O)(=O)n1nc(-c2cccnc2)nc1NCc1ccccc1	2	0%	-15%	-2%	i	17%	?	-9%	-2%
O=C(NCc1ccccc1)OCCN1CCN(Cc2ccccc2)CCC1=O	-12	-2%	-6%	0%	i	6%	1%	-4%	23%
Cc1ccc(-c2nnn(CC(=O)N(C)C3CCCCC3)n2)o1	12	1%	-6%	2%	i	10%	4%	0%	-4%
O=C(Cc1cccs1)Nc1ccc(N2CCOCC2)cc1	7	2%	36%[activator]	-12%	i	-2%	?	3%	0%
COC(=O)Cc1ccc(NC(=O)c2ccccc2Cl)cc1	-15	-1%	nt	?	i	-1%	-1%	-17%	-1%
C=C(C)CNC(=S)N/N=C/c1ccccc1OCC(=O)O	1	13%	-7%	0%	?	0%	2%	13%	-1%
O=C(CSc1nc2[nH]c(=O)cc(O)c2s1)NCCc1ccccc1	-4	3%	10%	3%	i	6%	10%	4%	4%
Cc1c(N(C)S(=O)(=O)c2cc(C(=O)NCC3CCCO3)ccc2Cl)c(=O)n(-c2ccccc2)n1C (configuration not stated)	-10	10%	-1%	-402%[inhibitor]	nt	-10%	0%	17%	-1%
O=[N+]([O-])c1cccc(-c2nc(-c3ccccn3)no2)c1	14	-12%	nt	7%	i	-9%	-8%	-1%	3%
O=C(CNC(=O)c1ccco1)NCc1nc2ccccc2[nH]1	20	2%	8%	-7%	i	2%	?	4%	0%
COc1c(O)cc2oc(-c3ccc(O)c(O)c3)cc(=O)c2c1O	36	-8%	31%[activator]	-6%	?	-7%	-18%	-1%	-27%
O=C(Nc1ccc(F)c(Cl)c1)C1CC(=O)N(Cc2ccccc2)C1 (configuration not stated)	-2	-13%	2%	2%	i	nt	nt	-2%	2%

In the list so far, these have a COOH group.
SMILES	IL1B secr inh	HT1080 IDH1KD tx	ATXN2 expr inh	SW480 rereplic	ATXN viability	KB-3-1 tox	KB-V1 cytotox	HT1080NT lethal	MCF10A rerep
C[C@H](CO)N1C[C@H](C)[C@H](CN(C)Cc2ccc(C(=O)O)cc2)OCc2ccccc2-c2c(n(C)c3ccccc23)C1=O	25	-13%	-8%	nt	?	17%	-3%	10%	nt
C=C(C)CNC(=S)N/N=C/c1ccccc1OCC(=O)O	1	13%	-7%	0%	?	0%	2%	13%	-1%

New compounds follow:
SMILES	IL1B secr inh	HT1080 IDH1KD tx	ATXN2 expr inh	SW480 rereplic	ATXN viability	KB-3-1 tox	KB-V1 cytotox	HT1080NT lethal	MCF10A rerep
Cc1c(OCC(=O)NC(Cc2ccc(Cl)cc2)C(=O)O)ccc2c3c(c(=O)oc12)CCCC3 (configuration not stated)	2	8%	4%	-29%	i	0%	0%	2%	-3%
O=C(C(Cc1ccccc1)N1C(=O)c2ccccc2C1=O)N1CCc2ccccc21 (configuration not stated)	10	-12%	5%	13%	i	-13%	0%	-2%	33%
COc1ccc(C=NNC(=S)NN=Cc2ccc(OC)c(OC)c2)cc1OC	-17	-17%	4%	?	i	0.46µM*	0.23µM*	-20%	?
COc1ccccc1C/C(N)=N/OC(=O)COc1ccccc1C	6	11%	3%	-2%	i	10%	-7%	2%	3%
Cc1cc(NC(=O)c2oc3ccccc3c2C)ccc1-n1cnnn1	nt	3%	8%	-1%	i	-27%	?	?	-1%
O=C(CNC1CCCCC1)Nc1cccc([N+](=O)[O-])c1	-1	-3%	9%	-7%	i	-15%	5%	-7%	4%
CCCc1cc(=O)n2c(C(=O)Nc3ccc(OCC)cc3)c(C(=O)Nc3ccc(C)cc3)sc2n1	nt	nt	-2%	nt	i	2%	?	nt	nt
